mcGAS lum: blocks mouse cGAS activity. recombinant cGAS, Kinase-Glo ATP depletion luminescence. inhibition, % at 12.5 µM. 160,000 tested, 0.15% active. Q8C6L5;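 note: 0% = negative control wells and 100% = reference inhibitor with no enzyme activity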
hcGAS lum: human cGAS inhibition; Q8N884; recombinant h-cGAS, ATP depletion, Kinase-Glo luminescence; inhibition, % at 12.5 µM; 290,000 tested, 0.081% active; AID 1259398;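 note: 0% = vehicle reaction and 100% = reaction without DNA for no activity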
Target sequence (Q8N884 whole entry, looked up): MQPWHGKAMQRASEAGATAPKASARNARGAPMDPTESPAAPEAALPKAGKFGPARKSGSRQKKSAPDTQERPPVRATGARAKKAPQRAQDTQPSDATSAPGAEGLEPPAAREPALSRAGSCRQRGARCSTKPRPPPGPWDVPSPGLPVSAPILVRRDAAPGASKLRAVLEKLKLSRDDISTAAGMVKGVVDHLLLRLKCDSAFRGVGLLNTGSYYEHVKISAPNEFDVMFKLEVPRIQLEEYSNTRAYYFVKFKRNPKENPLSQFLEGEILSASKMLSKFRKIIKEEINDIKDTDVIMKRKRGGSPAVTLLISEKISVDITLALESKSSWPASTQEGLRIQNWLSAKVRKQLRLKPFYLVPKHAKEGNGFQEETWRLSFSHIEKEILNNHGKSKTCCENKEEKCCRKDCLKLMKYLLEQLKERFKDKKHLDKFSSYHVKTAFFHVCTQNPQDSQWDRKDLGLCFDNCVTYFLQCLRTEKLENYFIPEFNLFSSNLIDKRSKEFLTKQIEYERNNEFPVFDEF
NPYLR7 agonist: mosquito NPYLR7 agonism; HEK293T NPYLR7/Galpha15, GCaMP6s calcium fluorescence; 270,000 tested, 0.15% active; activation, % at 10 µM; in the data active = activation above about 40%;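 note: 0% = vehicle and 100% = reference agonist at the receptor; some compounds past the cut are filed as inactive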
Active calls of the source: *; . = not tested or not shown; & = joins results of further samples. Cut-off read from the data, not from the text of the source, unless noted: active = inhibition above about 40%; inactive = the rest.

SMILES	mcGAS lum	hcGAS lum	NPYLR7 agonist
CCOC(=O)C1=C(C)N=c2s/c(=C\c3ccc(-c4ccc(Cl)cc4)o3)c(=O)n2C1c1ccc(OC)cc1 (stereo unspecified)	-6	-5	-2
Fc1ccc(Cc2nsc(NCc3cccc(C(F)(F)F)c3)n2)cc1	-10	-10	3
CCOc1ccc(C2SCC(=O)N2c2c(C)n(C)n(-c3ccccc3)c2=O)cc1 (stereo unspecified)	0	-1	-6
N#CCCN(C(=O)CN1C(=O)c2ccc([N+](=O)[O-])cc2C1=O)c1cccc(Cl)c1	.	-3	6
COc1ccccc1-n1ncc2c(C)nnc(SCC(=O)Nc3ccc4c(c3)OCCO4)c21	-8	-1	-11
NC(=S)NN=C(C(=O)c1ccccn1)c1ccccn1	.	-7	-3
O=C(NCCN1CCN(C(=O)c2ccc(Br)cc2)CC1)C(=O)Nc1ccc(F)cc1	-3	0	-3
S=C(Cc1ccc2c(c1)CCCC2)N1CCOCC1	.	-7	0
CC1(C(=O)NCc2ccc3c(c2)OCO3)CCN1Cc1ccc(-c2ccccn2)cc1 (stereo unspecified)	.	-11	7
CC(C)(C)CC(=O)N[C@H]1C[C@H]2C(=O)Nc3ccccc3C(=O)N2C1	-4	-5	-10
CC(C)c1nc(CC2NC(=O)c3ccccc32)n(-c2ccccn2)n1 (stereo unspecified)	.	1	11
Cc1ccccc1Oc1ncccc1CNC(=O)c1c(F)cccc1Cl	-14	-2	1
CCC12CC3CC(O)(C1)CC(C(=O)NCc1nc4ccccc4[nH]1)(C3)C2 (stereo unspecified)	-11	-6	1
O=c1cc(CNc2ccc(F)cc2F)c2cc3c(cc2o1)CCC3	-4	0	-3
Cc1cc(C)n2c(NC(C)(C)CC(C)(C)C)c(-c3ccccn3)nc2c1	-7	-1	3
CC(C)(C)c1ccc(-n2c(=O)[nH]c3c(C(N)=O)nc(-c4ccccc4)nc32)cc1	-8	-7	-3
COc1cccc2cc(-c3nc4ccccc4[nH]3)c(=Nc3ccc(F)cc3)oc12	.	1	5
CCCCC1C(=O)N(C)CCN1Cc1cc(CN2CCCC2)cs1 (stereo unspecified)	-8	-21	.
COc1ccc(CN(CC(C)C)C(=O)c2cccnc2C)cc1	-13	-3	25
CCc1nc(C)ccc1OCC(=O)N1CCc2c([nH]c3ccccc23)C1c1ccccn1 (stereo unspecified)	-5	-2	-12
CCOC(=O)Cn1nnc([N+](=O)[O-])n1	-5	-5	16
O=C(COC(=O)CCc1c[nH]c2ccccc12)NC12CC3CC(CC(C3)C1)C2	.	-4	7
Cc1ccccc1-n1nc2c(c1NC(=O)/C=C\c1ccc3c(c1)OCO3)CS(=O)(=O)C2	.	-7	-3
NC(=O)c1ccc(CN(C2CC2)C2CCc3ccccc32)cc1 (stereo unspecified)	-10	-19	0
COCC(=O)N(Cc1csc(COc2ccc(Cl)cc2)n1)C1CC1	-6	5	-2
CC(C)N1CC2CCCC3(C1)C(=O)NC1(CCCCC1)N=C23 (stereo unspecified)	.	-6	6
CC1CNC(=O)CCN1C(=O)Cc1ccc(O)c(Cl)c1 (stereo unspecified)	-12	-6	-2
CCOC(=O)N1CCN(C(=O)c2cc(-c3ccccc3F)n3nc(C(C)(C)C)cc3n2)CC1	-8&-6	-10&0	-11&10
CC(CN(C)Cc1ccc2[nH]ccc2c1)N1CCOCC1 (stereo unspecified)	-2	0	.
O=C(COc1c(Cl)cc(Cl)cc1Cl)n1cc(Br)cn1	.	-2	1
CC1CC1C(=O)NCCC(=O)NCCN1CCCC2CCCCC21 (stereo unspecified)	-16	-8	-3
NC(Cc1nccn1C(F)F)c1ccccc1 (stereo unspecified)	.	-20	-2
Cc1ocnc1C(=O)N1CCC(c2nn(C)c(=O)n2Cc2ccccc2)CC1	-16	-2	22
O=C1CNC(=O)N1CCN1CCCC(C(F)(F)F)C1 (stereo unspecified)	.	-3	8
CC(C)(C)c1cc2nc(-c3ccccc3)cc(C(=O)N3CCN(Cc4ccc5c(c4)OCO5)CC3)n2n1	-8	-11	12
CCSc1nnc2c(n1)OC(CC)Nc1ccccc1-2 (stereo unspecified)	-5	-1	-6
COc1cccc(Cc2nsc(N(C)CC(=O)N3CCN(c4ccc([N+](=O)[O-])cc4)CC3)n2)c1	-4	-7	11
CCCc1cc(N2CCOCC2)n2ncc(-c3ccccc3)c2n1	-8	-11	3
O=C(Nc1ccccc1)N1CCN(c2cc(-n3cccn3)ncn2)CC1	-8	-7	-7
CCOc1ccc(NC(=O)C(=O)NCCN2CCN(Cc3ccc(F)cc3)CC2)cc1	-8	-3	-2
CCCCN(C)c1c(C)nc2ccc(C(=O)N3CCN(c4ccccc4)CC3)cn12	-4	-9	-6
O=C(Nc1cccc(S(=O)(=O)N2CCCC2)c1)c1ccc(Cl)o1	3	-9	-3
Cn1cnnc1Sc1ccc(CN2CCCC(CNC(=O)c3cc4ccccc4[nH]3)C2)o1 (stereo unspecified)	-14	-13	9
OCc1ccc(-n2cccn2)cc1	.	2	-2
CCC(C)N(Cc1ccc(OC)c(OS(C)(=O)=O)c1)C(=O)c1cccc(F)c1 (stereo unspecified)	-5	-4	17
O=C(CCc1cccnc1)Nc1cnc2n1CCCC2	.	-8	12
CC(NC(=O)N1CCN(S(=O)(=O)N(C)C)CC1)c1cccc(Br)c1 (stereo unspecified)	.	-5	2
O=C(NCC12CC3CC(CC(C3)C1)C2)NC1CCCCC1	.	-8	4
FC(F)(F)CCc1nc(C2CC2)n[nH]1	.	-8	9
CC1CCC(C(C)C)C(OC2OC(=O)C(Cl)=C2Cl)C1 (stereo unspecified)	4	-12	.
CN(C)CCOC1CCN(C(=O)CCCc2ccc(Cl)c(Cl)c2)C1 (stereo unspecified)	.	1	2
COc1ccc(-n2nnnc2CNC(=O)NCCCl)cc1	1	0	1
O=C(C(O)c1ccccc1)N1CCn2cncc2C1 (stereo unspecified)	.	-13	-4
O=C1c2cccc3cccc(c23)C(=O)N1CCCN(C(=O)C12CC3CC(CC(C3)C1)C2)c1cccc(F)c1	.	-4	-4
NC(=O)CN1CC2(CCC1=O)CCN(CC(O)C(F)(F)F)CC2 (stereo unspecified)	-6	-9	.
COc1ccc(NC(=O)c2cc3nc(-c4ccccc4)cc(C(F)(F)F)n3n2)c(OC)c1	-8	0	7
Cc1cccc(-n2c(C)c(C)n3c4c(=O)n(CC(=O)C(C)(C)C)c(=O)n(C)c4nc23)c1C	-7	-4	8
O=C(Cn1nc(-c2ccco2)c2sc(N3CCOCC3)nc2c1=O)N1CCc2ccccc21	-9	-8	-2
COc1ccc(Cl)cc1NC(=O)c1ccc2c(c1)OCCCO2	.	-7	-5
Cc1nc2ccccc2c(=O)n1CCC(=O)N1CCSc2ccc(Cl)cc21	.	-6	2
(further entries)
SMILES	mcGAS lum	hcGAS lum	NPYLR7 agonist
COc1ccc(Br)cc1C1=N/C(=C\C=C\c2ccccc2)C(=O)O1	.	-5	-2
Cc1cnc2c(C(=O)N(C)Cc3cc(C4CC4)n[nH]3)cnn2c1	.	-2	25
C(=NNC1=NCCCCC1)c1ccc2c(c1)OCO2	.	-3	0
Cc1cc(NCC(C)C)n2nc(C)c(-c3ccc(Cl)cc3)c2n1	-10	-5	1
CC12N=NCC1C(=O)N(c1ccc(Cl)cc1)C2=O (stereo unspecified)	.	-5	9
CC(C)(C)c1ccc(NC(=S)NC(=O)c2cccs2)cc1	.	-3	3
O=C(CC1S/C(=N/N=C2/CCCc3ccccc32)NC1=O)Nc1ccccc1C(F)(F)F (stereo unspecified)	.	-16	4
Cc1oc2ncn(C)c(=O)c2c1C(=O)Nc1cccc(COCC2CC2)c1	.	-10	5
Cc1ccccc1NC(=O)c1ccc(Cl)o1	-15	-7	5
CC(=O)c1cccc(NC(=O)c2cnn(-c3ccccc3)c2C)c1	.	-3	5
Cc1cnccc1N1CCN(c2nccc(CCC(F)(F)F)n2)CC1	-9	-4	1
CCOc1ccc(N2CC(O)(c3cccs3)[N+]3=C2CCCC3)cc1 (stereo unspecified)	-5	-6	-3
Cc1[nH]cnc1CN(C)Cc1nc2ccccc2n1C	.	-7	0
CCn1cc(C(CC(=O)NCc2ccc(F)cc2)c2cc(OC)cc(OC)c2)c2ccccc21 (stereo unspecified)	-5	-4	.
CCc1ccc(S(=O)(=O)c2cn(CC)c3ccc(Cl)cc3c2=O)cc1	-5	-4	-5
CCC(C)NC(=O)c1ccc(CSc2nnc(-c3ccncc3)n2CC)cc1 (stereo unspecified)	-5	2	.
CCCCC(CC)C(=O)N1CCC2(CC1)NC(C(=O)NCCc1ccc(Cl)cc1Cl)CS2 (stereo unspecified)	-6	-9	-1
CCC(=O)N1CCCN(S(=O)(=O)Cc2ccccc2C)CC1	-11	-7	9
COc1ccc(CNC(=O)c2c[nH]c3c(c(C)nn3-c3ccccc3)c2=O)cc1	-8	-5	-1
C[n+]1cccc(C(O)P(=O)(c2ccccc2)c2ccccc2)c1 (stereo unspecified)	.	-9	8
CNc1cc(-c2ccccc2)nc(-c2ccccc2)n1	.	0	1
CCOC(=O)CCC(=O)Nc1ccc(-c2cccc(-c3cc(OC)ccc3OC)n2)cc1	-3	1	-4
COC(=O)c1ccc(-c2nc(CN3CCCCC3c3nc4ccc(F)cc4[nH]3)c(C)o2)cc1 (stereo unspecified)	-5	-3	17
CC(=O)Nc1cncc(-c2ccccc2F)n1	.	-14	5
COc1ccc2[nH]c3c(c2c1)CCCC3O (stereo unspecified)	.	1	2
COC(=O)CCc1nnc(NS(=O)(=O)c2ccc(C)c(C)c2)s1	.	-3	0
O=C(Cc1ccc2c(c1)OCO2)Nc1nc([C@H]2C[C@H](O)[C@@H](CO)O2)cs1	-4	-7	16
Cc1ccc(C2NC(=O)c3cc(C(C)C)sc3N2)cc1 (stereo unspecified)	.	-2	-2

Laid out differently: 23 of the compounds above.
Every second line gives: mcGAS lum, hcGAS lum, NPYLR7 agonist
- CCOC(=O)C1=C(C)N=c2s/c(=C\c3ccc(-c4ccc(Cl)cc4)o3)c(=O)n2C1c1ccc(OC)cc1 (stereo unspecified)
 : -6, -5, -2
- Fc1ccc(Cc2nsc(NCc3cccc(C(F)(F)F)c3)n2)cc1
 : -10, -10, 3
- CCOc1ccc(C2SCC(=O)N2c2c(C)n(C)n(-c3ccccc3)c2=O)cc1 (stereo unspecified)
 : 0, -1, -6
- N#CCCN(C(=O)CN1C(=O)c2ccc([N+](=O)[O-])cc2C1=O)c1cccc(Cl)c1
 : ., -3, 6
- COc1ccccc1-n1ncc2c(C)nnc(SCC(=O)Nc3ccc4c(c3)OCCO4)c21
 : -8, -1, -11
- NC(=S)NN=C(C(=O)c1ccccn1)c1ccccn1
 : ., -7, -3
- O=C(NCCN1CCN(C(=O)c2ccc(Br)cc2)CC1)C(=O)Nc1ccc(F)cc1
 : -3, 0, -3
- S=C(Cc1ccc2c(c1)CCCC2)N1CCOCC1
 : ., -7, 0
- CC1(C(=O)NCc2ccc3c(c2)OCO3)CCN1Cc1ccc(-c2ccccn2)cc1 (stereo unspecified)
 : ., -11, 7
- CC(C)(C)CC(=O)N[C@H]1C[C@H]2C(=O)Nc3ccccc3C(=O)N2C1
 : -4, -5, -10
- CC(C)c1nc(CC2NC(=O)c3ccccc32)n(-c2ccccn2)n1 (stereo unspecified)
 : ., 1, 11
- Cc1ccccc1Oc1ncccc1CNC(=O)c1c(F)cccc1Cl
 : -14, -2, 1
- CCC12CC3CC(O)(C1)CC(C(=O)NCc1nc4ccccc4[nH]1)(C3)C2 (stereo unspecified)
 : -11, -6, 1
- O=c1cc(CNc2ccc(F)cc2F)c2cc3c(cc2o1)CCC3
 : -4, 0, -3
- Cc1cc(C)n2c(NC(C)(C)CC(C)(C)C)c(-c3ccccn3)nc2c1
 : -7, -1, 3
- CC(C)(C)c1ccc(-n2c(=O)[nH]c3c(C(N)=O)nc(-c4ccccc4)nc32)cc1
 : -8, -7, -3
- COc1cccc2cc(-c3nc4ccccc4[nH]3)c(=Nc3ccc(F)cc3)oc12
 : ., 1, 5
- CCCCC1C(=O)N(C)CCN1Cc1cc(CN2CCCC2)cs1 (stereo unspecified)
 : -8, -21, .
- COc1ccc(CN(CC(C)C)C(=O)c2cccnc2C)cc1
 : -13, -3, 25
- CCc1nc(C)ccc1OCC(=O)N1CCc2c([nH]c3ccccc23)C1c1ccccn1 (stereo unspecified)
 : -5, -2, -12
- CCOC(=O)Cn1nnc([N+](=O)[O-])n1
 : -5, -5, 16
- O=C(COC(=O)CCc1c[nH]c2ccccc12)NC12CC3CC(CC(C3)C1)C2
 : ., -4, 7
- Cc1ccccc1-n1nc2c(c1NC(=O)/C=C\c1ccc3c(c1)OCO3)CS(=O)(=O)C2
 : ., -7, -3

An unsorted share of the library. About 0.27% of those tested had a hit in this group.
